CHOP inh: inhibitors of CHOP induction in ER stress response; CHO-K1 CHOP-promoter luciferase, tunicamycin-induced, 15-18 h; 3.8% of 220,000 active; inhibition, % at 10 µM; AID 2732;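 active = compounds that reduced the stress-induced luciferase reporter signal by more than about 70% of percent inhibition, limit read from the data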;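 also: 0% = tunicamycin plus vehicle and 100% = wells without tunicamycin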
EP2 mod: modulates human prostaglandin E2 receptor EP2 signaling. P43116. EP2-expressing cells, cAMP HTRF FRET, PGE2 co-stimulation. induction, % at 25 µM. 0.83% of 260,000 active. AID 940;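 active = compounds whose cAMP rise, as percent of the full-agonist control response, exceeds 60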;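 also: rat C6 glioma line stably carrying human EP2 under a CMV promoter; the protocol text gives 20 µM as final concentration; 100% = response of wells given 1 µM PGE2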
Target sequence (P43116 whole entry, looked up): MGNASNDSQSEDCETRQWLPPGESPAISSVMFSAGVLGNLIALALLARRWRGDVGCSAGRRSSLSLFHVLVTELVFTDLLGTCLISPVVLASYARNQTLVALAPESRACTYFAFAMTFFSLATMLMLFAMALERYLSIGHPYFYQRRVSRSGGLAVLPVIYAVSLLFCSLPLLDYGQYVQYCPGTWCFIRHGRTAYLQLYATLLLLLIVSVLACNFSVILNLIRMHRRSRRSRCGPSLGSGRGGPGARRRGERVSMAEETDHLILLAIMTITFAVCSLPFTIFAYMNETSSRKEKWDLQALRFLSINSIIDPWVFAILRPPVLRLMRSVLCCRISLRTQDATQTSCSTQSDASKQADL
PGE2 EP2 inh: blocks the human prostaglandin E2 receptor EP2 | 0.52% of 260,000 active | AID 1422 | C6 glioma cells expressing human EP2, cAMP TR-FRET; cells stimulated with saturating PGE2 | inhibition, % at 25 µM | P43116;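 active = percent inhibition above 40 after rounding to a whole number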;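 also: rat C6 glioma host cells with rolipram phosphodiesterase inhibitor present; the protocol text gives 20 µM as final concentration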
PPC-1+TRAIL kill: compounds killing PPC-1 cancer cells with TRAIL present (potentiator screen, no TRAIL-free arm); 0.41% of 220,000 active; cell killing (% activity), % at 4 µM; AID 1443; PPC-1 cells + TRAIL, ATPLite viability luminescence;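 active = cell killing above 50% in the first pass at 4 µM, then a duplicate retest at 5 µM averaging 50% or more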;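 also: plate controls were cells with TRAIL plus DMSO for no effect and medium-only wells lacking cells for full effect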
zfTRPN1 agonist: activates the zebrafish TRPN1 channel; HEK293 zebrafish TRPN1-YFP, Fluo-8 calcium fluorescence; 100% = response to 87 µM carbachol; 0.18% of 220,000 active; activation, % at 3 µM; AID 1424;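 active = activation above its plate's cutoff, the mean activation of test wells on that plate plus 3 SD, cut at about 19% in these data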;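 also: 0% = DMSO alone and 100% = 87 µM carbachol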
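Control set: carbachol 87 µM as high control, DMSO as low control; system: HEK293 stable line with zebrafish TRPN1-YFP; read-out: % activation versus carbachol response; detection: intracellular calcium fluorescence with Fluo-8; doses: single test compound dose, 3 µM nominal, 0.3% DMSO; schedule: dye 1 h 37 °C plus 30 min RT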
NPY-Y1 antag: NPY-Y1 (human) receptor antagonism; HEK293-CNG Y1 cells, membrane potential fluorescence; NPY at EC95, then isoproterenol; inhibition, % at 3.6 µM; 1% of 200,000 active;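 active = inhibition above the campaign mean inhibition of all tested compounds plus 3 SD, cut at about 20% in these data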;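 also: 0% = DMSO wells given NPY plus isoproterenol and 100% = isoproterenol alone without NPY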
Target sequence (P25929 whole entry, looked up): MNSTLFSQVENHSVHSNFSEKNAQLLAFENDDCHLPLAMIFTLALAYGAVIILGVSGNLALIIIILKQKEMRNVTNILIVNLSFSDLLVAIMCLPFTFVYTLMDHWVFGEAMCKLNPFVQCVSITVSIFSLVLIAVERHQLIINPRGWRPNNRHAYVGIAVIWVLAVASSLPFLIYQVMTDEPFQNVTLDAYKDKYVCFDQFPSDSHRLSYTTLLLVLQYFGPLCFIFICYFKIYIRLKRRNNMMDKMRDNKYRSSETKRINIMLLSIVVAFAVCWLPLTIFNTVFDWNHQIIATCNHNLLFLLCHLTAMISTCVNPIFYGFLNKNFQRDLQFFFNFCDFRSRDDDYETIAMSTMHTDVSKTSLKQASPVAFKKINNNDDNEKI
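Material: HEK293 Y1/CNG channel cell line; also added: NPY (25 nM), isoproterenol (1 µM), Ro 20-1724 (25 µM); doses: one concentration, 3.6 µM, in 0.4% DMSO; schedule: compound incubation 1 h at room temperature, readout 45 min post-stimulation; technique: membrane potential fluorescence; measure: fluorescence ratio normalized to % inhibition between controls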
NPY1 pot ag: potentiates or activates human NPY-Y1 receptor; 0.37% of 220,000 active; P25929; NPY-Y1 expressing cells, potentiator/agonist activation; activation, % at 3.6 µM; in the data active = activation above about 33%, passing the limit was not always enough;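 also: cells stimulated with NPY at EC10 then isoproterenol at EC100; 0% = low agonist plus stimulus and 100% = saturating agonist plus stimulus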
14-3-3 Bad inh: disrupts binding of bovine 14-3-3 zeta to phospho-Bad peptide; TR-FRET 14-3-3zeta/Dy647-pBad peptide displacement, 1 h; inhibition, % at 21.7 µM; 0.71% of 220,000 active; AID 781;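 active = inhibition above about 70%, limit read from the data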;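 also: 0% = full 14-3-3 plus peptide FRET controls and 100% = background without 14-3-3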
Target sequence (P63103 whole entry, looked up): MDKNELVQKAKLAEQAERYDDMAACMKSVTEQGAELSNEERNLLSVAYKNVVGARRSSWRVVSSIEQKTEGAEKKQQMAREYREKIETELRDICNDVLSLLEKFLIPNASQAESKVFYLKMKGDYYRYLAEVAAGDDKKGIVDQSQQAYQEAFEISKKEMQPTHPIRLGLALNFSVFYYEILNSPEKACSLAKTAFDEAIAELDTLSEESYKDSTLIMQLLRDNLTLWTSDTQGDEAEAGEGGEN
TRPML3 ag: human mucolipin-3 channel agonism; Q8TDD5; AID 1448; activation, % at 3 µM; HEK293 TRPML3-YFP, Fluo-8 calcium fluorescence; 100% = the carbachol control signal; 0.29% of 220,000 active;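 active = activation above its plate's cutoff, the mean activation of the plate's test wells plus 3 SD, cut at about 12% in these data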;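 also: 0% = DMSO only wells and 100% = carbachol wells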
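Test system: HEK293 cells stably carrying human TRPML3-YFP; Doses: single dose, 3 µM final nominal compound, 0.3% DMSO final; Schedule: dye loading 1 h 37 °C then 30 min ambient, 125 s read; Technique: Fluo-8 calcium fluorescence; Benchmarks: high control carbachol 87 µM, low control DMSO.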
Active calls of the source: *; . = not tested or not shown; & = joins results of further samples; [ ] = remark or other dose. An excerpt. The share of hits here may be higher or lower than overall.

item	Structure	14-3-3 Bad inh	EP2 mod	zfTRPN1 agonist	NPY-Y1 antag	CHOP inh
1	CN(Cc1ccccc1)C(=S)Nc1ccc2nc3n(c(=O)c2c1)CCCCC3	-6	-17	2.2	-3	19
2	CCCCN(C)Cc1c(C(=O)N2CCc3ccccc3C2)nc2ccc(Cl)cn12	-8	37	-0.6	7	9
3	CC(CS(=O)(=O)c1ccccc1[N+](=O)[O-])N1CCOCC1 (configuration not stated)	-11	3	1.5	-4	7
4	O=C(c1ccco1)N(Cc1ccc2c(c1)OCO2)Cc1cc2cc3c(cc2[nH]c1=O)OCO3	11	-9	1.7	.	-13
5	CCOC(=O)Cn1nc(-c2ccc(Cl)cc2)ccc1=O	3	19	0.1	-3	36
6	O=C(COc1ncnc2ccccc12)N1CCN(c2ccccc2)CC1	-12	2	1.3	-2	-6
7	CN1C(=O)S/C(=C/c2cccn2-c2cccc(C(=O)O)c2)C1=O	-2	1	-1.0	4	23
8	O=C(CSC1=NC(=O)C(c2ccccc2)C(=O)N1)Nc1cccc(Cl)c1 (configuration not stated)	-2	17	0.1	7	13
9	Cc1cc(C)cc(C(=O)NCC(=O)OCC(=O)N2CCCCC2)c1	-7	21	3.1	-2	5
10	Cn1cc(C(=O)N/N=C/c2cc(Br)cs2)c2ccccc21	0	-5	2.0	.	17

item	NPY1 pot ag	TRPML3 ag	PPC-1+TRAIL kill	PGE2 EP2 inh
1	3	0.8	24	5
2	-14	-0.2	4	10
3	6	1.0	3	6
4	-9	0.8	0	5
5	-5	0.1	6	5
6	-5	0.2	-16	7
7	6	0.2	16	7
8	-19	0.7	20	12
9	7	0.7	32	10
10	-17	0.5	18	10

Following part.
item	Structure	14-3-3 Bad inh	EP2 mod	zfTRPN1 agonist	NPY-Y1 antag	CHOP inh
11	O=C(NCCCN1CCCC1=O)c1cc(NS(=O)(=O)c2ccc(F)cc2)cc(NS(=O)(=O)c2ccc(F)cc2)c1	-5	26	-0.3	-4	16
12	CCc1ccc(NC(=O)c2cc(-c3cccs3)on2)cc1	-17	-16	2.0	2	7
13	CCCn1nc2cc(C(=O)NCc3ccccc3OC)ccc2c1OCC	5	0	-1.5	-2	16
14	OCCC1CN(Cc2cccn2-c2cccnc2)CCN1Cc1ccccc1 (configuration not stated)	-15	-4	0.8	-2	1
15	CCSc1nc2c(c(=O)[nH]1)C(c1ccncc1)C(C(=O)OC(C)C)=C(C)N2 (configuration not stated)	-13	15	0.6	0	-1
16	Cc1cc(C(=O)NCc2cccnc2)cs1	-4[fluorescence artefact?]	4	-0.5	5	2
17	Cc1nnc(-c2cnn(C)c2N)n1Cc1ccccc1	5	21	0.5	-4	21
18	CC1=NN(C(=O)c2cc(C)nn2C)C(O)(C(F)(F)F)C1 (configuration not stated)	1	24	0.6	4	47
19	COc1ccc(Br)cc1C1N2CC3(C)CN1CC(C)(C2)C3=O (configuration not stated)	-6[fluorescence artefact?]	-10	0.1	0	6
20	COCCCNC(=S)N1CCCN(c2nc3cc(C)c(C)cc3cc2C#N)CC1	-10	-33	-1.7	0	23

item	NPY1 pot ag	TRPML3 ag	PPC-1+TRAIL kill	PGE2 EP2 inh
11	3	0.1	11	4
12	20	0.6	9	1
13	5	-0.1	16	2
14	-8	0.2	12	5
15	25	0.2	-13	11
16	-19	0.4	11	7
17	11	1.4	2	19
18	-5	1.2	15	17
19	-2	1.3	21	8
20	-4	0.0	13	11

(continued)
item	Structure	14-3-3 Bad inh	EP2 mod	zfTRPN1 agonist	NPY-Y1 antag	CHOP inh
21	Cn1c2ccccc2c2cnn(CC(=O)Nc3ccccc3Br)c(=O)c21	74*	5	2.9	.	37
22	O=[N+]([O-])c1ccc(Nc2nc(N/N=C/c3cccc(F)c3)nc(N3CCCC3)n2)cc1	17	-5	-1.0	-6	16
23	N#CC1=C(N)OC2=C(C(=O)CCC2)C1c1ccncc1 (configuration not stated)	.	11	0.8	-1	28
24	COc1cc(OC)c(-c2nn3c(-c4ccco4)nnc3s2)cc1OC	-7	36	2.7	1	-3
25	CCCn1c(SCC(=O)Nc2cccc(NC(C)=O)c2)nnc1C(C)C	.	8	0.0	-8	12
26	CCc1nnc(NC(=O)C2Cc3ccccc3C(=O)O2)s1 (configuration not stated)	-2	12	0.6	2	12
27	COc1ccccc1N(CC(=O)Nc1cccnc1)S(C)(=O)=O	6	19	0.2	1	2
28	CCOC(=O)/C(C(C)=O)=C1\OC(=O)c2ccccc21	21	3	0.2	-2	-20
29	CC(C)C(NC(=O)C1CCC(C(C)(C)C)CC1)C(=O)NCCCN1CCCCC1 (configuration not stated)	-19	-5	-1.9	3	-9
30	COC(=O)c1ccccc1NC(=O)CN1CCC(C)CC1	1	48	-2.2	3	52

item	NPY1 pot ag	TRPML3 ag	PPC-1+TRAIL kill	PGE2 EP2 inh
21	-15	0.0	1	2
22	-16	-0.1	2	5
23	7	0.3	16	7
24	-10	0.4	2	8
25	9	0.8	4	12
26	-5	0.2	2	5
27	-11	1.3	26	11
28	8	-0.1	-11	9
29	1	1.3	0	8
30	-18	-0.3	12	6

Additional compounds
item	Structure	14-3-3 Bad inh	EP2 mod	zfTRPN1 agonist	NPY-Y1 antag	CHOP inh
31	Cn1c(=O)c2c(n3cnnc13)-c1ccccc1CC21CCCC1	-4[fluorescence artefact?]	17	1.7	-5	10
32	CCOc1ccc(OCC)c(NC(=O)c2[nH]c(C)c(C(C)=O)c2C)c1	12[fluorescence artefact?]	39	2.0	5	25
33	C=C(C)C1CC=C(C)/C(=N\NC(=S)Nc2ccc(C)cc2)C1 (configuration not stated)	-26[fluorescence artefact?]	19	-0.5	6	4
34	C[C@@H]1C[C@H](O)c2cc(Cl)ccc2N1	-9	-1	0.4	2	7
35	COCCCNC(=O)c1c(N)n(-c2cccc(S(N)(=O)=O)c2)c2nc3ccccc3nc12	-2[fluorescence artefact?]	-27	-1.1	-5	-4
36	O=C(Cn1cc2c(n1)CCCC2)Nc1cc(-c2cccc(Cl)c2)no1	0	-10	1.3	4	95*
37	Cc1cc(=O)n(CC(C)C)c(O)c1C#N	75*	-10	1.9	-2	-15
38	Cc1csc(NC(=O)c2ccc(Cl)cc2[N+](=O)[O-])n1	-22	12	0.5	2	-3
39	O=C1CCC/C(=N/NC(=O)c2sc3ccccc3c2Cl)C1	-6	-7	9.7	.	-19
40	O=C(NN1C(=O)C2C3C=CC(C3)C2C1=O)c1cccc(Cl)c1 (configuration not stated)	4	16	1.9	-2	-20

item	NPY1 pot ag	TRPML3 ag	PPC-1+TRAIL kill	PGE2 EP2 inh
31	0	0.5	22	5
32	-1	0.6	5	20
33	-6	-0.1	11	6
34	-8	-0.3	30	-1
35	-10	-0.6	-8	2
36	-21	0.8	3	9
37	0	1.2	16	7
38	5	0.0	21	5
39	0	6.1	7	0
40	10	1.2	18	15

Three entries from above, ordered by the number in NPY1 pot ag, largest number first:
| item | SMILES | 14-3-3 Bad inh | EP2 mod | CHOP inh | NPY1 pot ag | TRPML3 ag |
| --- | --- | --- | --- | --- | --- | --- |
| 25 | CCCn1c(SCC(=O)Nc2cccc(NC(C)=O)c2)nnc1C(C)C | . | 8 | 12 | 9 | 0.8 |
| 13 | CCCn1nc2cc(C(=O)NCc3ccccc3OC)ccc2c1OCC | 5 | 0 | 16 | 5 | -0.1 |
| 29 | CC(C)C(NC(=O)C1CCC(C(C)(C)C)CC1)C(=O)NCCCN1CCCCC1 (configuration not stated) | -19 | -5 | -9 | 1 | 1.3 |

Carrying on.
item	Structure	14-3-3 Bad inh	EP2 mod	zfTRPN1 agonist	NPY-Y1 antag	CHOP inh
41	C/C(=N/O)c1cc(C(C)(C)C)c(O)c(C(C)(C)C)c1	12	37	-0.7	0	86*
42	CCC1CCc2c(sc3ncnc(N4CCOCC4)c23)C1 (configuration not stated)	-1	58	0.4	1	69
43	Cn1c(SCc2nc3ccccc3c(=O)[nH]2)nc2ccccc21	-13	-7	-0.3	7	22
44	CN(C)S(=O)(=O)CC12CCC(CC1=O)C2(C)C (configuration not stated)	-6[fluorescence artefact?]	21	0.4	2	2
45	Cc1cc(C(=O)Nc2cccnc2Cl)on1	-17	18	0.1	0	-3
46	CCOC(=O)c1cccc(NC(=O)CSc2nc3ccccc3c(=O)n2CCOC)c1	-2	-6&-76	-0.2	0	-3
47	O=C(Nc1ccc(O)cc1)c1cc(S(=O)(=O)N2CCCC2)ccc1Cl	2	16	0.5	0	21
48	S=C(NNc1ccnc2cc(Cl)ccc12)Nc1ccc(Cl)cc1Cl	92*	-2	1.1	.	96*

item	NPY1 pot ag	TRPML3 ag	PPC-1+TRAIL kill	PGE2 EP2 inh
41	7	-0.3	-2	4
42	6	0.5	1	14
43	5	-0.8	10	3
44	3	0.7	12	10
45	8	0.5	12	5
46	-1	0.5	-5	7&9
47	2	0.1	7	7
48	54	-0.4	37	6

Records listed above shown as hits in 14-3-3 Bad inh:
nr	structure	14-3-3 Bad inh	EP2 mod	CHOP inh	NPY1 pot ag	TRPML3 ag
21	Cn1c2ccccc2c2cnn(CC(=O)Nc3ccccc3Br)c(=O)c21	74*	5	37	-15	0.0
37	Cc1cc(=O)n(CC(C)C)c(O)c1C#N	75*	-10	-15	0	1.2
48	S=C(NNc1ccnc2cc(Cl)ccc12)Nc1ccc(Cl)cc1Cl	92*	-2	96*	54	-0.4
